Large T inhibition – SV40 large T antigen inhibitors, biochemical (AID 1903); SV40 large T antigen ATPase/helicase inhibition assay; higher % means a stronger effect; one-dose inhibition, % at 20 µM; IC50 in µM for titrated hits; 310,000 compounds, 0.39% hits; in the data active = a potency from the dose series; inconclusive = inhibition mostly from about 32% at the one dose, without a potency; inactive = the rest, 99 in 100 with inhibition below about 32%; also: strong numbers were not always called active
LYP inhibition – inhibitors of LYP phosphatase, biochemical, fluorescence intensity, uHTS (AID 1779); 290,000 compounds, 0.054% hits; recombinant LYP phosphatase, fluorescence intensity; higher % means a stronger effect; one-dose inhibition, % at 11.5 µM; IC50 in µM for titrated hits; Tyrosine-protein phosphatase non-receptor type 22 (Homo sapiens); in the data active = inhibition above about 50%;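 also: plate controls were vehicle with enzyme for no effect and no enzyme for full effect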
West Nile antiviral – West Nile virus antiviral activity, cell-based, CPE readout (AID 1621). one-dose CPE inhibition, % at 10 µM; IC50 in µM for titrated hits. West Nile virus-infected cells, CPE inhibition; higher % means a stronger effect. 290,000 compounds, 0.02% hits; in the data active = a potency from the dose series; inconclusive = CPE inhibition mostly from about 3.7% at the one dose, without a potency; inactive = the rest, 99 in 100 with CPE inhibition below about 2.2%; also: strong numbers were not always called active
Salmonella PhoP GFP – inhibitors of PhoP regulon expression, primary screen, Salmonella Typhimurium, GFP reporter (AID 1863) | S. Typhimurium PhoP-regulated promoter GFP reporter, 4 h; higher % means a stronger effect | inhibition, % at 50 µM, or IC50 in µM where a hit was titrated | 300,000 compounds, 0.16% hits;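 active = inhibition over 29.93%, a cutoff 3 SD above the screen mean, later confirmed by dose response; inconclusive = inhibition over 29.93% but no dose response follow-up; inactive = inhibition at most 29.93% or unconfirmed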;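 also: 0% = low Mg2+ inducing control and 100% = high Mg2+ repressing control; strong numbers were not always called active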
CSM14.1 death rescue – rescue of cells from ER stress-induced death, primary screen, 384-well, CSM14.1, thapsigargin, ATP luminescence (AID 1222); CSM14.1 thapsigargin-induced death rescue, ATP luminescence; higher % means a stronger effect; one-dose cellular ATP content (survival), % at 20 µM; EC50 in µM for titrated hits; 190,000 tested, under 10 active;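 active = EC50 below 50 µM in the dose-response confirmation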;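 also: death triggered by thapsigargin at about 15 µM added after 2 h compound pretreatment; cell ATP read after overnight thapsigargin exposure of roughly 18 to 22 hours; normalized against plate controls of thapsigargin alone and 5% DMSO vehicle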
NS5 inhibitors – Dengue-2 NS5 methyltransferase inhibitors, primary screen, biochemical, confirmation dose response (AID 588689); Dengue-2 NS5 methyltransferase capping enzyme assay, biochemical; higher % means a stronger effect; one-dose inhibition, % at 25 µM; IC50 in µM for titrated hits; 340,000 compounds, 0.3% hits; in the data active = a potency from the dose series; inconclusive = inhibition above about 29% without an active follow-up result
GPR35 arrestin U2OS – GPR35 antagonists blocking zaprinast-driven arrestin recruitment, primary screen, imaging, U2OS, beta-arrestin-GFP, zaprinast agonist (AID 2058) | G-protein coupled receptor 35 (Homo sapiens) | U2OS GPR35 beta-arrestin-GFP translocation imaging, zaprinast antagonism; higher % means a stronger effect | one-dose inhibition, % at 10 µM; IC50 in µM for titrated hits | 290,000 compounds, 0.052% hits;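 active = inhibition of at least 50% with at least 30 cells and total cytoplasm GFP at most 10,000,000; inconclusive = under 30 cells or total GFP of 10,000,000 plus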
RSV antiviral HEp-2 – RSV antiviral activity via CPE protection, HEp-2 cells, primary 10 µM value included (AID 2391); HEp-2 cells, RSV-induced CPE inhibition; higher % means a stronger effect; one-dose CPE inhibition, % at 10 µM; IC50 in µM for titrated hits; 310,000 compounds, 0.13% hits; in the data active = a potency from the dose series; inconclusive = CPE inhibition mostly from about 23% at the one dose, without a potency; inactive = the rest, 99 in 100 with CPE inhibition below about 21%; also: strong numbers were not always called active
MgcRacGAP inhibition – MgcRacGAP GTPase-activating activity inhibitors, confirmation, biochemical, ADP Hunter fluorescence. Rac GTPase-activating protein 1 (Homo sapiens). 340,000 compounds, 0.6% hits. MgcRacGAP-stimulated Rac1 GTP hydrolysis, ADP Hunter fluorescence; higher % means a stronger effect; GST-tagged Rac1 F28L mutant substrate. AID 624330, 2012. one-dose inhibition, % at 30 µM; IC50 in µM for titrated hits;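 active = first-screen hits whose inhibition reached a set limit at any dose in the follow-up dose series; inconclusive = inhibition above the set first-screen limit but never retested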;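 also: fluorescence reports GDP produced by GAP-driven GTP hydrolysis; strong numbers were not always called active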
NS5 inhibitors pilot replicate – further read-out of NS5 inhibitors, marked with its call; inhibition, %; measured here: pilot screen replicate inhibition
Active calls of the source: *; ? = inconclusive; / = no result given. Compounds as they come, and some 1.5% of all compounds hit somewhere here.

Start of the listing, in advance (5 entries):
SMILES	Large T inhibition	LYP inhibition	West Nile antiviral	Salmonella PhoP GFP	CSM14.1 death rescue	NS5 inhibitors	GPR35 arrestin U2OS	RSV antiviral HEp-2	MgcRacGAP inhibition	others
O=C(CSc1nc(NS(=O)(=O)c2ccccc2)cc(=O)[nH]1)Nc1cccc(C(F)(F)F)c1	/	-12%	0.1%	/	/	6%	-7%	/	-4%
O=C(Nc1ccc2c(c1)OCCO2)C1CCC1	2%	-8%	1.0%	6%	-3.0%	8%	-4%	/	10%
COC(=O)c1ccc(=O)n(-c2ccc(OC)cc2)c1	4%	-7%	0.1%	1%	0.6%	3%	11%	2.9%	9%
Cc1cc(OCCN2CC(C)OC(C)C2)ccc1[N+](=O)[O-] (stereo not drawn)	4%	-4%	-0.6%	8%	-1.9%	-2%	7%	-0.4%	19%
COc1cc(NC(=O)Nc2cccc3cccnc23)cc(OC)c1OC	12%	-1%	-0.2%	5%	/	2%	8%	6.5%	8%

This part in full, from the first entry:
SMILES	Large T inhibition	LYP inhibition	West Nile antiviral	Salmonella PhoP GFP	CSM14.1 death rescue	NS5 inhibitors	GPR35 arrestin U2OS	RSV antiviral HEp-2	MgcRacGAP inhibition	others
O=C(CSc1nc(NS(=O)(=O)c2ccccc2)cc(=O)[nH]1)Nc1cccc(C(F)(F)F)c1	/	-12%	0.1%	/	/	6%	-7%	/	-4%
O=C(Nc1ccc2c(c1)OCCO2)C1CCC1	2%	-8%	1.0%	6%	-3.0%	8%	-4%	/	10%
COC(=O)c1ccc(=O)n(-c2ccc(OC)cc2)c1	4%	-7%	0.1%	1%	0.6%	3%	11%	2.9%	9%
Cc1cc(OCCN2CC(C)OC(C)C2)ccc1[N+](=O)[O-] (stereo not drawn)	4%	-4%	-0.6%	8%	-1.9%	-2%	7%	-0.4%	19%
COc1cc(NC(=O)Nc2cccc3cccnc23)cc(OC)c1OC	12%	-1%	-0.2%	5%	/	2%	8%	6.5%	8%
COc1ccc(CCn2c(=S)[nH]c3cc(C(=O)NCc4ccco4)ccc3c2=O)cc1OC	7%	-5%	/	-3%	-0.6%	0%	-2%	1.5%	6%	NS5 inhibitors pilot replicate=-6.7
COc1cc(NC(=O)c2cc3ccccc3o2)c(OC)cc1Br	13%	-2%	0.0%	-5%	-2.9%	2%	3%	0.1%	9%
NC(=O)CC(NC(=O)c1ccccc1)c1ccc(NCCc2ccc(Cl)cc2)c([N+](=O)[O-])c1 (stereo not drawn)	3%	-4%	-0.5%	0%	/	7%	-1%	4.8%	14%
Cc1c(=O)n(OCc2ccc(Cl)cc2)c2ccccc2[n+]1[O-]	-4%	-8%	-1.1%	-3%	-1.4%	2%	2%	0.0%	16%
Cc1cc(C)cc(C(=O)NC(CC(N)=O)c2ccc(NC3CCCCC3)c([N+](=O)[O-])c2)c1 (stereo not drawn)	11%	4%	0.2%	-5%	/	-3%	-4%	2.0%	5%

3 compounds from above, arranged by molecular weight, falling:
SMILES	Large T inhibition	LYP inhibition	West Nile antiviral	Salmonella PhoP GFP	CSM14.1 death rescue	NS5 inhibitors	GPR35 arrestin U2OS	RSV antiviral HEp-2	MgcRacGAP inhibition	others
Cc1cc(C)cc(C(=O)NC(CC(N)=O)c2ccc(NC3CCCCC3)c([N+](=O)[O-])c2)c1 (stereo not drawn)	11%	4%	0.2%	-5%	/	-3%	-4%	2.0%	5%
COc1cc(NC(=O)c2cc3ccccc3o2)c(OC)cc1Br	13%	-2%	0.0%	-5%	-2.9%	2%	3%	0.1%	9%
COC(=O)c1ccc(=O)n(-c2ccc(OC)cc2)c1	4%	-7%	0.1%	1%	0.6%	3%	11%	2.9%	9%

Remaining list, next part.
SMILES	Large T inhibition	LYP inhibition	West Nile antiviral	Salmonella PhoP GFP	CSM14.1 death rescue	NS5 inhibitors	GPR35 arrestin U2OS	RSV antiviral HEp-2	MgcRacGAP inhibition	others
COc1cc2c(cc1NC(=O)CSc1ccccn1)oc1ccccc12	-2%	-3%	/	14%	1.6%	6%	-9%	11%	6%	NS5 inhibitors pilot replicate=-0.5
CCn1c(C(=O)OC)cc2c1ccn2-c1ccc(F)cc1	16%	-5%	0.6%	9%	/	-2%	-3%	?	-3%
CN1CCCC(OC(=O)c2cc(Cl)ccc2Cl)C1 (stereo not drawn)	16%	-12%	0.2%	7%	/	-1%	-1%	-0.6%	-1%
O=C(NCc1cn2ccccc2n1)c1ccccc1	6%	-2%	0.4%	20%	-1.4%	-2%	14%	-0.3%	4%
COc1cccc(NC(=O)C(C)N2C(=O)c3ccccc3C2=O)c1 (stereo not drawn)	3%	-12%	-0.7%	1%	/	/	1%	2.3%	15%
CC(C)[C@H](NC(=O)N1CCn2c1nc1ccccc12)C(=O)N[C@@H](C(=O)O)c1ccccc1	/	-9%	0.3%	/	/	2%	-2%	0.8%	3%
O=C(N/N=C/c1cc(Br)c(Br)o1)c1cccnc1	28%	-6%	-0.5%	-22%	-1.1%	23%	0%	7.0%	9%
COc1ccccc1N(CC(=O)NCCSCc1ccc(Cl)cc1)S(C)(=O)=O	4%	2%	-0.9%	5%	/	-1%	-14%	5.0%	-4%
CCc1ccc(OCC(=O)NNC(=O)Cc2cccs2)cc1	8%	-3%	0.0%	-8%	-1.4%	4%	-8%	-0.1%	0%
O=C(O)c1oc2ccc(Br)cc2c1-n1cccc1	/	5%	0.1%	/	/	-9%	15%	2.1%	9%
CN(CC(=O)Nc1ccc(N2CCOCC2)cc1)C(=O)C12CC3CC(CC(C3)C1)C2	9%	/	/	-1%	/	-1%	/	-1.6%	6%
Fc1ccccc1NC(=S)NCCc1ccccc1	7%	-7%	-0.2%	1%	0.0%	-1%	2%	0.9%	-10%
CCCCc1n[nH]c(=S)n1Cc1ccccc1	11%	-6%	0.3%	-1%	-1.0%	-8%	-11%	0.3%	7%
CCCCNC(=O)CN1CCC2(O)CCCCC2C1c1ccccc1OC (stereo not drawn)	-5%	-11%	-0.4%	21%	-0.3%	1%	8%	1.0%	7%
CCOC(=O)N1CCC(N2CC34C=CC(O3)C(C(=O)Nc3ccc(F)cc3)C4C2=O)CC1 (stereo not drawn)	2%	-2%	0.7%	4%	-1.1%	-4%	4%	-0.9%	8%
Cc1ccc(N=C2NC(=O)/C(=C\c3ccco3)S2)cc1	12%	15%	-0.6%	-5%	-0.2%	0%	2%	2.7%	17%
Cc1ccnc(NC(=S)NC(=O)/C=C/c2ccc(Cl)cc2)c1	12%	-6%	-0.3%	0%	-0.9%	-6%	2%	1.4%	4%
N#Cc1cccc(NC(=O)N2CCC(c3nc4c(nnn4Cc4cccc(Cl)c4)c(=O)[nH]3)CC2)c1	10%	6%	0.8%	3%	-1.1%	-7%	6%	13%	11%
O=C(CNc1cccc2ccccc12)N/N=C/C=C/c1ccco1	14%	16%	-0.6%	-7%	1.0%	-5%	-14%	1.6%	9%
COc1ccc(C2C(C#N)=C(N)Oc3c2sc2nc(C)cc(C)c32)cc1 (stereo not drawn)	26%	-2%	-0.2%	27%	-0.1%	15%	3%	-3.1%	13%
Cc1cccc(N(C(=O)c2ccc(CN3CCOCC3)o2)C(C(=O)NC(C)(C)C)c2ccc(F)cc2)c1 (stereo not drawn)	6%	-1%	-0.4%	-6%	0.0%	4%	9%	-0.5%	14%
CC1Cc2ccccc2N1C(=O)c1ccc2c(c1)nnn2C (stereo not drawn)	16%	-6%	1.3%	-7%	0.9%	7%	-13%	0.5%	8%
COc1ccc(OC)c(C2CC(=O)C(C)C(c3cc(OC)ccc3OC)N2)c1 (stereo not drawn)	10%	-10%	-0.1%	-6%	-2.4%	3%	-4%	0.2%	10%
CCc1nnc(N/N=C/c2ccccc2F)n1N	13%	-8%	0.3%	-6%	-0.8%	-2%	9%	0.9%	-7%
CCOCCCNC(=S)N1CCC(NC(=O)C2CCCCC2)CC1	2%	-7%	0.2%	-6%	-0.1%	-6%	7%	2.0%	2%
COc1ccc(NC(=O)Cn2nnc(-c3ccc(CN4CCOCC4)cc3)n2)c(OC)c1	1%	-8%	-0.4%	2%	-0.3%	-11%	-3%	1.1%	4%
O=C(Cc1ccccc1)NNC(=O)c1ccc(NC(=O)c2ccccc2)cc1	-9%	-1%	0.8%	8%	-1.3%	-3%	6%	-0.3%	5%
COc1ccc(NC(=O)CSCC(=O)Nc2nnc(C)s2)cc1	16%	/	/	-5%	/	1%	/	2.0%	4%
Cc1nc(NCC(c2ccccc2)N(C)C)c2c(C)c(C)sc2n1 (stereo not drawn)	2%	-14%	-1.1%	-1%	/	-7%	5%	1.1%	8%
CC1=C(C#N)C(Nc2ccc(C)cn2)(C(F)(F)F)C(=O)N1 (stereo not drawn)	1%	-14%	0.9%	9%	2.1%	1%	-12%	2.2%	11%	NS5 inhibitors pilot replicate=4.2
Clc1ccc(OCCSc2nnnn2C2CCCCC2)cc1	-4%	5%	-0.5%	8%	1.0%	2%	-6%	3.3%	13%
O=C(COC(=O)C1CCN(S(=O)(=O)c2cc([N+](=O)[O-])ccc2Cl)CC1)Nc1ncc(Cl)cc1Cl	18%	2%	1.9%	-6%	0.2%	5%	-2%	1.0%	8%
O=C(NCCC1=CCCCC1)c1cc(-c2ccccn2)nc2ccccc12	9%	2%	0.4%	3%	-0.6%	0%	-12%	1.4%	7%
CSc1ccccc1NC(=O)N1CCC(CO)(CC2CCCCO2)CC1 (stereo not drawn)	13%	-2%	-0.1%	2%	-0.3%	-4%	15%	0.1%	3%
Cc1cc(=O)n2[nH]cc(C(=O)O)c2n1	6%	-3%	-0.4%	1%	-1.9%	2%	-11%	1.6%	1%
CC(C)C1CC(=O)NC(SCC(=O)Nc2ccc(Br)cc2)=C1C#N (stereo not drawn)	5%	-4%	-0.1%	11%	2.2%	-1%	-7%	3.7%	5%
Cc1n[nH]c(=O)n1-c1ccc(C(C)C)cc1	13%	-7%	0.9%	-11%	-2.6%	1%	-11%	1.8%	3%
CCCCc1c(C)nc2c(OC)cccc2c1SCCC(=O)O	22%	-1%	-0.4%	4%	0.6%	-6%	2%	3.2%	2%
COc1ccc(N2CCN(Cc3cc4c(cc3Br)OCCO4)CC2)cc1	9%	-4%	-0.3%	2%	/	3%	-13%	19%	5%
Cc1cc(C)cc(NC(=O)Nc2ccc3ccccc3n2)c1	7%	-2%	0.1%	-3%	/	5%	-17%	-0.1%	5%

From PubChem
